Screening results as filed in PubChem BioAssay.
IDE act: human IDE activators in live cells, primary screen, fluorescence polarization, HEK cells, FAbeta-B substrate | Insulin-degrading enzyme (Homo sapiens), P14735 | FAbeta-B cleavage; 0% vehicle, 100% cell-free pure enzyme wells | activation, % at 5.96 µM | hit rate 0.073% among 340,000 | AID 493087, 2011;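 active = activation above the mean of all tested compounds plus 3 SD, set per screening campaign, cut at about 17% in these data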
VIM-2 inhibitor: VIM-2 metallo-beta-lactamase inhibitors, primary screen, biochemical, epi-absorbance readout, Pseudomonas aeruginosa enzyme. purified VIM-2, nitrocefin hydrolysis, epi-absorbance fluorescence. inhibition, % at 5.6 µM. hit rate 0.89% among 290,000. AID 1527, 2009;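 active = inhibition above the mean of all tested compounds plus 3 SD, cutoff set per screening run, cut at about 7.5% in these data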;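 also: red hydrolysis product quenches plate fluorescence so inhibitors raise well fluorescence; 0% = enzyme with DMSO and 100% = DMSO without enzyme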
MEKK3 PB1 HTS: modulators of MEKK3-MEK5 PB1 binding, primary screen, biochemical, wildtype MEKK3, multiplex bead flow cytometry, Alexa488-MEK5; hit rate 1.4% among 290,000; bead-based flow cytometry, Alexa488-MEK5 binding to MEKK3; actives lie on both sides; 0 = blocked by unlabeled MEK5, 100 = vehicle; Mitogen-activated protein kinase kinase kinase 3 (Homo sapiens), Q99759; binding response (% of control), % at 10 µM;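 active = binding response more than 3 SD above or below the average of its plate-row segment, actives on both sides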;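 also: Alexa488 bead fluorescence after subtracting the streptavidin-only scavenger bead signal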
pCIP destab: p/CIP-EGFP fusion destabilizers, primary screen, fluorescence, F442A cells | hit rate 0.01% among 290,000 | decrease of EGFP signal, % at 10 µM | 16 h | Q05BA5 | AID 1984, 2009;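 active = EGFP signal decrease of at least 30% at 10 µM or well 3 SD below plate mean, unless failing retest; inactive = the rest, including hits failing retest or dose response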; also: some compounds called inactive have numbers as strong as hits; many of its hits are not listed in these tables
Target sequence (Q05BA5 1-1403): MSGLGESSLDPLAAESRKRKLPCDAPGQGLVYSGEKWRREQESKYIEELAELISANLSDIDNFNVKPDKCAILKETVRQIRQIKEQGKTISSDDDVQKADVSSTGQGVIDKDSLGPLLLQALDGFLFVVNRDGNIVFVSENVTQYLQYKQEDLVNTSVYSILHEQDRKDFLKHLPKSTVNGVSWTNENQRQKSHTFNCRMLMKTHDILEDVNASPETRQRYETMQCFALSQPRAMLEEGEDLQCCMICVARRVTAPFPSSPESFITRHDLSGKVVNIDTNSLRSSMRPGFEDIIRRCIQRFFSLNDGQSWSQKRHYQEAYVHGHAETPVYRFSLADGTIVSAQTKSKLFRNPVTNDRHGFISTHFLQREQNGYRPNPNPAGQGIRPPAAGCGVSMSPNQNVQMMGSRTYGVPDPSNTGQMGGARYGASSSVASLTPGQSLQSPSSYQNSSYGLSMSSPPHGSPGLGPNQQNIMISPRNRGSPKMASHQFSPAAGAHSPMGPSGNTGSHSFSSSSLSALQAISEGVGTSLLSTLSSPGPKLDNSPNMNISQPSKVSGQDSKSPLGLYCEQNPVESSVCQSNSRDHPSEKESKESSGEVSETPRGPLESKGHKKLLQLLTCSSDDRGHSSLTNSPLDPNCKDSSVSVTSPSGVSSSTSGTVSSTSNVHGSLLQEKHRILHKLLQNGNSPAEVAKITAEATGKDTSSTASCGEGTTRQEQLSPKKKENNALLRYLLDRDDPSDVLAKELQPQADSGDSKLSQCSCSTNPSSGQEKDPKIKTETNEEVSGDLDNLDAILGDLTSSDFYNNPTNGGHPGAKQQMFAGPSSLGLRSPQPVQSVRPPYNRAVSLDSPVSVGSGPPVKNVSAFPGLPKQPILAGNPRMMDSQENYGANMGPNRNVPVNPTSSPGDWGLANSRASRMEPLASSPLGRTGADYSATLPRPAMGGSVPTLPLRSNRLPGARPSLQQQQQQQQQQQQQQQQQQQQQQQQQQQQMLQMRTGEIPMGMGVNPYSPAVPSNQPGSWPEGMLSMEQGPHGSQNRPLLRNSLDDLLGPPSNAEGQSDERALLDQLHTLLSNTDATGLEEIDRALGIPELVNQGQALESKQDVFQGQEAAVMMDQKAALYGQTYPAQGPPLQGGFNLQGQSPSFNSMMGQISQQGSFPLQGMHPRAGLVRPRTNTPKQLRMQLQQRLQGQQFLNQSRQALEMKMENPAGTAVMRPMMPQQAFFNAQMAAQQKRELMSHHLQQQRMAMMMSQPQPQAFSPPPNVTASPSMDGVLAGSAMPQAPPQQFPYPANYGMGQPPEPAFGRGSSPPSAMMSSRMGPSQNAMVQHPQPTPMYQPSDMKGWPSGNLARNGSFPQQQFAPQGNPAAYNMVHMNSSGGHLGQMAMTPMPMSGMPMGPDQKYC
SUMO HTRF inh: inhibitors of in vitro SUMOylation cascade, primary screen, biochemical, HTRF, uHTS; SUMO-conjugating enzyme UBC9 (Homo sapiens), P63279; HTRF SUMOylation assay, SAE1/SAE2 + UBC9; inhibition, % at 35 µM; hit rate 0.36% among 290,000; in the data active = inhibition above about 50%, passing the limit was not always enough; also: strong numbers were not always called active
IMP-1 inh: IMP-1 metallo-beta-lactamase inhibitors, primary screen, biochemical, epi-absorbance readout, Pseudomonas aeruginosa enzyme; metallo-beta-lactamase IMP-1 (Pseudomonas aeruginosa); purified IMP-1, nitrocefin hydrolysis, epi-absorbance fluorescence; inhibition, % at 5.6 µM; hit rate 0.45% among 290,000; AID 1556, 2009;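 active = inhibition above the mean plus 3 SD of all compounds in the same screening run, cut at about 4.5% in these data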;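 also: 0% = IMP-1 with DMSO and 100% = DMSO wells lacking enzyme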
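System: Purified IMP-1 | Read-out basis: Percent enzyme inhibition | Controls: IMP-1 with DMSO as 0%, enzyme-free DMSO as 100% | Replicates: One well per compound | Doses: 5.6 µM nominal single concentration | Detection: Epi-absorbance fluorescence, 480 nm excitation, 530 nm emission | Incubation: 25 °C, 15 min preincubation, 25 min reaction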
FID counter: compounds displacing fluorescent DNA intercalator, primary screen, artefact control for HCV NS3 helicase inhibitor project, biochemical, FID fluorescence; DNA fluorescent intercalator displacement; inhibition, % at 7.9 µM; hit rate 0.17% among 290,000; in the data active = inhibition above about 37%;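 also: 0% = vehicle and 100% = reference compound; higher means more ethidium bromide displaced from hairpin DNA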
HCV NS3 hel inh: inhibitors of HCV NS3 helicase, primary screen, biochemical, Cy5 molecular beacon fluorescence; hit rate 0.56% among 290,000; NS3 helicase DNA unwinding; AID 1800, 2009; inhibition, % at 10.9 µM;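 active = inhibition above the mean of all tested compounds plus 3 SD, set per campaign, cut at about 35% in these data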;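 also: 0% = DMSO wells and 100% = thioflavine S control wells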
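Assay system – hepatitis C virus NS3 helicase domain fragment enzyme · Buffer or medium – MOPS pH 6.5, MgCl2, DTT, Tween20, BSA · Reagent – Cy5/quencher beacon DNA duplex and ATP to start · Compound – single 10.9 µM dose · Timing – 1 h at 25 °C · Technique – Cy5 beacon fluorescence read at start and 1 h · Measure – % inhibition of unwinding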
PHOSPHO1 inh: PubChem AID 1565 | Phosphoethanolamine/phosphocholine phosphatase (Homo sapiens), Q8TCT1 | recombinant PHOSPHO1, absorbance phosphatase assay | inhibition, % at 13.3 µM | hit rate 1.1% among 290,000; in the data active = inhibition above about 60%
* hit, by the source's call; x = no result given; [ ] = another dose, or the depositor's remark. A portion of the library (hit frequency here may not be typical).

SMILES	IDE act	VIM-2 inhibitor	MEKK3 PB1 HTS	pCIP destab	SUMO HTRF inh	IMP-1 inh	FID counter	HCV NS3 hel inh	PHOSPHO1 inh
COc1ccc(C2C(C(=O)N3CCN(c4ccc(OC)cc4)CC3)c3ccccc3C(=O)N2C)cc1 (configuration not stated)	-7	-1.7	102	1	-15	-2.1	-44	23	24
Cc1cc(C)c(C#N)c(SCC(=O)c2cccs2)n1	-8	4.5	102	-1	10	0.3	5	6	-34
c1ccc(CCNc2nc(-c3ccccn3)cs2)cc1	-2	-1.7	103	-8	11	-6.6	-5	8	32
Cc1cc2oc(C(=O)Nc3c(C)n(C)n(-c4ccccc4)c3=O)c(C)c2cc1C	1	-0.8	104	2	15	-4.2	-27	29	-7
O=C(N/N=C/c1ccc2c(c1)OCO2)c1ccc(NC(=O)c2ccccc2Cl)cc1	3	0.3	98	-11	-2	-1.9	-22	0	35
O=C(c1ccco1)N1CCCC(N2CCN(c3cccc(C(F)(F)F)c3)CC2)C1 (configuration not stated)	-2	-0.4	100	-3	-2	-3.0	-25	-4	43
COc1ccc(C)cc1S(=O)(=O)N(CC(=O)Nc1cccc([N+](=O)[O-])c1)c1ccc(C)c(C)c1	-2	0.4	101	-6	0	-4.0	1	3	-7
CCCCCN1CC(=O)N2C(C)c3[nH]c4ccccc4c3C[C@H]2C1=O (some centres not stated)	-6	-1.4	104	3	0	-1.6	-25	3	33
NS(=O)(=O)c1ccc(N=C2C(=O)Nc3ccccc32)cc1	6	-1.7	90	-4	12	-0.7	-2	1	7
CC(=O)Nc1ccc(NC(=O)C(C)Oc2ccc(Cl)cc2Cl)cc1 (configuration not stated)	6	-2.4	104	6	-2	-1.3	-20	-10	-40
Cc1ccc([C@@H]2[C@@H]3C(=O)N(c4ccccc4)C(=O)[C@@H]3[C@]3(C)C(=O)N(CC4CC4)CC(=O)N23)o1	4	-4.0	97	-6	3	-3.7	-20	2	4
CCOC(=O)/C(=N/O)C1=NC(C)(C)Cc2cc(C)c(C)cc21	4	-1.6	98	-17	2	-2.2	-21	-2	-14
O=C(CNC(=O)c1ccccc1)N/N=C/c1cccs1	-2	-3.0	109	0	16	-1.0	-1	2	39
O=C(O)CCCC(=O)NCCCc1ccccc1	3	-3.6	92	-14	-5	-4.6	-1	1	6
COC(=O)c1cc(S(=O)(=O)Nc2cc(OC)cc(OC)c2)cn1C	5	-0.6	99	-13	-2	-2.3	-9	5	36
CCOc1cccc(OCCCOc2cccc3cccnc23)c1	-8	-1.0	143*	-4	-5	-4.9	-21	0	-10
CCCCCCC1CC(C)(/C(C)=N/NC(N)=O)OC1=O (configuration not stated)	2	-3.5	92	-3	4	-4.6	-4	11	28
COc1ccc(S(=O)(=O)Nc2ccccc2OC)cc1C	5	-2.2	94	6	16	2.7	-9	-1	36
S=c1cnc2ccccc2[nH]1	-10	-0.9	98	6	10	-1.2	7	-6	-55
CCCNC(=O)CN(c1ccccc1)S(=O)(=O)c1ccc(OC)c(OC)c1	-1	-2.7	96	2	-1	-3.6	-7	0	15
COc1cc(NS(=O)(=O)c2cc(C)ccc2OC)c(OC)cc1Cl	-5	-1.5	99	2	-6	-0.7	-18	-2	-22
Cc1ccccc1NC(=S)Nc1ccccn1	4	-1.9	101	1	22	-1.9	-4	-1	-14
COc1ccc(-c2c(C)nn3c(-c4ccccc4)cc(C)nc23)cc1	2	-3.2	112	0	16	-3.7	-3	18	45
CCN(CC)S(=O)(=O)c1ccc(Cl)c(C(=O)NC(C)C(c2cccs2)N2CCCC2)c1 (configuration not stated)	3	-2.9	102	4	20	-3.2	5	8	24
CCCCNC(=O)c1onc(CSc2cccc(OC)c2)c1C(=O)O	-1	0.6	102	-4	8	-3.3	-31	-2	25
CCOc1ccc(N2CC(C(=O)Nc3cccc(S(=O)(=O)NC4=NCCC4)c3)CC2=O)cc1 (configuration not stated)	-3	-2.2	104	-4	17	-1.9	-25	-1	24
CC(C)CC(=O)Nc1ccc2c(c1)oc1ccccc12	5	-2.0	109	-18	26	-1.0	-1	-7	34
COc1cc(C(=O)NCc2ccc(F)cc2)cc(Cl)c1OC	0	1.9	91	3	-2	-0.2	-5	0	12
Cc1cccc(CS(=O)(=O)Cc2ccc(C(=O)NC(C)c3ccccc3)o2)c1 (configuration not stated)	1	-1.1	99	-8	x	-1.9	-39	0	30
O=C(Nc1ccc2c(c1)OCO2)C1CCN(c2ccc(S(=O)(=O)N3CCOCC3)cc2)CC1	-4	-4.2	84	4	6	-4.2	0	0	1
COc1ccc(-c2nc3cnccn3c2Nc2ccc3c(c2)OCO3)cc1	0	-0.2	105	-7	9	-0.3	-15	-5	-1
O=C(CCCCCn1c(=S)[nH]c2ccc(N3CCOCC3)cc2c1=O)NCc1ccc2c(c1)OCO2	2	-4.1	104	-12	21	-3.9	-10	8	16
Cc1ccccc1C(=O)NNC(=S)NC(=O)c1cccnc1	3	-3.1	99	-8	-6	-1.7	-1	18	52
Cc1ccc(Cl)cc1NC(=O)Cn1nc(-c2cccs2)ccc1=O	-2	-2.4	101	-17	24	-1.9	-24	27	18
COc1cc(/C=C2\C(=N)N3N=C(S(C)(=O)=O)SC3=NC2=O)ccc1OS(=O)(=O)c1ccc(C)cc1	6	-2.7	99	3	18	-0.6	-12	4	43
O=C(O)C1C2C=CC3(O2)C1C(=O)N1c2ccccc2COC13 (configuration not stated)	-1	-0.5	97	-10	4	-2.4	-1	-4	-14
COc1ccc(C2(C)NC(=O)N(CC(=O)NCCC3=CCCCC3)C2=O)cc1OC (configuration not stated)	2	-4.3	99	-5	1	-4.4	-14	-11	9
CCOc1cc(C(F)(F)F)cnc1/C(N)=N/O	9	-3.2	95	-12	13	-2.5	-4	2	30
C[C@@H]1NC(=O)c2cc([N+](=O)[O-])cc(I)c2OCC[C@@H](C(=O)NC(CC(=O)O)C(N)=O)NC(=O)[C@H](CC(N)=O)NC1=O (some centres not stated)	x	-1.5	85	-4	2	-2.6	-18	2	16
COc1ccc(S(=O)(=O)Nc2ccc(F)c(F)c2)cc1Cl	2	0.3	111	-24	-3	4.6*	4	-13	25

Entries listed so far containing a CF3 group, in the order listed:
SMILES	IDE act	VIM-2 inhibitor	MEKK3 PB1 HTS	pCIP destab	SUMO HTRF inh	IMP-1 inh	FID counter	HCV NS3 hel inh	PHOSPHO1 inh
O=C(c1ccco1)N1CCCC(N2CCN(c3cccc(C(F)(F)F)c3)CC2)C1 (configuration not stated)	-2	-0.4	100	-3	-2	-3.0	-25	-4	43
CCOc1cc(C(F)(F)F)cnc1/C(N)=N/O	9	-3.2	95	-12	13	-2.5	-4	2	30

Other records:
SMILES	IDE act	VIM-2 inhibitor	MEKK3 PB1 HTS	pCIP destab	SUMO HTRF inh	IMP-1 inh	FID counter	HCV NS3 hel inh	PHOSPHO1 inh
C/C=C/C(=O)OCC(=O)Nc1cc([N+](=O)[O-])ccc1Cl	1	-3.5	97	-13	-14	-1.7	0	-11	-2
CCN(CC(=O)NCc1ccc(F)cc1)C(=O)/C=C/c1ccc(OC)cc1	-1	-1.2	102	-14	24	-3.0	-20	-9	16
Cc1ccc(S(=O)(=O)N2CCN(C(=O)N3CCOCC3)CC2)cc1C	-6	-0.3	100	-7	-1	-4.1	-11	17	8
O=C(O)CCCCCNS(=O)(=O)c1cccc2c1C(=O)c1ccccc1C2=O	1	1.4	106	0	-1	-2.4	-7	3	-9
CS(=O)(=O)c1ccc2nc(NC(=O)c3cccc([N+](=O)[O-])c3)sc2c1	4	-4.7	104	-4	2	-2.6	0	-28	14
CC[C@H](C)[C@H](NC(N)=O)C(=O)Nc1ccc2c(c1)OCO2	-1	1.4	91	-3	9	-1.6	-16	1	48
CCN1CCN(C(c2ccc(C(F)(F)F)cc2)c2ccc3cccnc3c2O)CC1 (configuration not stated)	1	-5.3	115	-13	-45	-3.6	4	-90	-102
NC(=O)Cn1cc(C(=O)C(=O)N2CCOCC2)c2ccccc21	-3	-2.5	96	2	14	-1.4	-4	-1	23
Cc1cc(/C=C2\C(=O)NN(c3ccccc3)C2=O)c(C)n1-c1ccccc1O	0	1.4	36*[inhibitor]	-2	60*	0.4	-3	14	35
CC(=O)c1c(C)[nH]c(C(=O)OCC(=O)Nc2ccc(Cl)cc2[N+](=O)[O-])c1C	-1	-2.5	99	-7	-10	-3.6	3	0	4
COc1cccc(C(=O)/C=C/Nc2ccc(S(=O)(=O)Nc3ccc(C(C)=O)cc3)cc2)c1	-4	-1.3	89	-4	10	-2.7	-5	2	21
Cc1ccc(CCNC(=O)C2CCN(C(=O)c3sccc3-n3cccc3)CC2)cc1	1	1.6	100	-7	-6	0.6	-37	-10	3
CSc1ccccc1C(=O)NC1CC2CCC1C2 (configuration not stated)	1	0.5	101	-4	-6	-4.1	-2	4	-7
CN(C)c1ncnc2c1ncn2C1OC(CO)C(O)C1O (configuration not stated)	6	-1.6	104	-2	20	-1.4	3	1	-6
COc1ccc2[nH]c(=O)c(CNc3ccccc3C)cc2c1	6	0.5	89	1	19	-2.7	-1	-1	-25
O=C(Nc1nnc(-c2ccccc2)o1)NC1CCCCC1	-1	-0.9	102	-1	18	-3.0	-4	0	-7
CCCCCn1ccc(=O)c2c(C(F)(F)F)nccc21	8	-0.8	111	-6	17	-0.8	-2	1	-20
CC1CC(=O)c2cnc(NCC3CCCO3)nc2C1 (configuration not stated)	1	0.0	103	-8	11	-2.3	-6	5	-8
COc1cccc(N2C(=O)C(CC(=O)Nc3ccc(F)cc3)N(C3CCCCC3)C2=O)c1 (configuration not stated)	-4	-0.4	100	-1	7	-3.9	-18	-13	-25
Cc1ccc(C(NC(=O)N2CC(C)OC(C)C2)C(Cl)Cl)cc1F (configuration not stated)	0	-2.6	104	7	-1	-0.3	-1	1	-3
O=C(Nc1nnc(-c2ccc(F)cc2)o1)c1ccco1	0	x	105	-3	12	x	x	x	18
CCOc1nc(SCCOc2ccccc2)nc(N(C)C)n1	3	3.5	108	2	-4	1.2	-12	-9	54
O=C(Nc1ccc(N2CCOCC2)cc1)C1CC(O)CN1S(=O)(=O)c1ccc(Cl)cc1 (configuration not stated)	3	-0.1	101	-3	2	-1.4	-6	-1	-8
